High-throughput results as filed in PubChem BioAssay.
CHRM1 antagonist: human M1 muscarinic receptor antagonists, primary screen, CHO-K1 cells, Fluo-8 calcium fluorescence, 1536-well; CHO-K1 hM1, ACh EC80 antagonist; AID 588852, 2011; inhibition, % at 3 µM; hit rate 1.3% among 360,000;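 active means percent inhibition above its own plate's cutoff, namely the mean of that plate's compound wells plus 3 SD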;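 further: peak over basal fluorescence ratio during 140 s after agonist addition; 0% = ACh EC80 plus DMSO and 100% = DMSO alone without agonist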
CHRM4 PAM: human M4 muscarinic receptor positive allosteric modulators, primary screen, CHO-K1 cells, Fluo-8 calcium fluorescence. Muscarinic acetylcholine receptor M4 (Homo sapiens), P08173. CHO-K1 hM4/Gqi5, ACh EC20; 0% = ACh EC20, 100% = maximal ACh. activation, % at 3 µM. hit rate 0.4% among 360,000;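 active means activation above its plate's cutoff, the mean activation of sample wells plus 3 SD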; further: some results filed as inactive read as strong as hits
CHRM5 agonist: human M5 muscarinic receptor agonists, primary screen, CHO-K1 cells, Fluo-8 calcium fluorescence; Muscarinic acetylcholine receptor M5 (Homo sapiens), P08912; CHO-K1 hM5 cells; 0% DMSO wells, 100% maximal acetylcholine response; activation, % at 3 µM; hit rate 0.19% among 360,000; AID 624037, 2012;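 active means activation above the run's mean over test compounds plus 3 SD, cut at about 23% in these data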;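 further: signal is peak over basal fluorescence ratio across the kinetic read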
Target sequence (P08912 whole entry, looked up): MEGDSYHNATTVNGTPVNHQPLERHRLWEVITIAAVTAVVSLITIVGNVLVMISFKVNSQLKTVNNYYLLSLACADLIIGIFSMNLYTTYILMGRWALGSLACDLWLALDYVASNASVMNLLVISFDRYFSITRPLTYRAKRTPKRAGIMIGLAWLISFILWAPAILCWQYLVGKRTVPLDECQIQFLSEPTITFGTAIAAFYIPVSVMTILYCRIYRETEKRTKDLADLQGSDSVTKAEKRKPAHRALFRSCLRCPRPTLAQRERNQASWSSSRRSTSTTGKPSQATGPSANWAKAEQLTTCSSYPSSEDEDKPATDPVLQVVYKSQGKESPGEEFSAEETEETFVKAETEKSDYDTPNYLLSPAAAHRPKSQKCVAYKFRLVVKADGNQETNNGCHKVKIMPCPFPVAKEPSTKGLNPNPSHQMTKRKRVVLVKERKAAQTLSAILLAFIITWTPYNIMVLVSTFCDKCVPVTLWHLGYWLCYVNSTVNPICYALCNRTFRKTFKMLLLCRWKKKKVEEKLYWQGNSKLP
CHRM5 PAM: human M5 muscarinic receptor positive allosteric modulators, primary screen, CHO-K1 cells, Fluo-8 calcium fluorescence; AID 624038, 2012; activation, % at 3 µM; Muscarinic acetylcholine receptor M5 (Homo sapiens), P08912; CHO-K1 hM5, ACh EC20 PAM; 0% = ACh EC20, 100% = ACh EC100; hit rate 0.3% among 360,000;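 active means activation above the run cutoff, the mean activation of all test compounds plus 3 SD, cut at about 18% in these data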
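system = human M5 receptor in CHO-K1 cells | compound = one concentration, 3 µM final (nominal) | schedule = Post-acetylcholine fluorescence recording 140 s | signal = Fluo-8 calcium dye fluorescence, kinetic read | benchmarks = low control EC20 acetylcholine (0%), high control EC100 acetylcholine (100%) | repeats = singlicate, one well per test compound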
CHRM5 antagonist: human M5 muscarinic receptor antagonists, primary screen, CHO cells, Fluo-8 calcium fluorescence; Muscarinic acetylcholine receptor M5 (Homo sapiens), P08912; CHO-hM5 cells, ACh EC80; inhibition, % at 3 µM; hit rate 0.59% among 360,000;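 active means inhibition above a per-plate cutoff, the mean of that plate's test compounds plus 3 SD, cut at about 27% in these data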;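 further: 0% = acetylcholine EC80 with DMSO and 100% = DMSO without agonist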
CHRM4 antagonist: human M4 muscarinic receptor antagonists, primary screen, CHO cells, Fluo-8 calcium fluorescence | hit rate 0.73% among 360,000 | CHO-hM4 cells, ACh EC80 | AID 624125, 2012 | inhibition, % at 3 µM | Muscarinic acetylcholine receptor M4 (Homo sapiens), P08173;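 active means inhibition above its plate's cutoff, the mean inhibition of sample wells plus 3 SD, cut at about 27% in these data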;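 further: 0% = acetylcholine EC80 with DMSO and 100% = DMSO without agonist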
CHRM4 agonist: human M4 muscarinic receptor agonists, primary screen, CHO-K1 cells, Fluo-8 calcium fluorescence; CHO-K1 hM4/Gqi5; vehicle 0%, full acetylcholine response 100%; activation, % at 3 µM; hit rate 0.14% among 360,000;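 active means activation above the run mean over all test wells plus 3 SD, cut at about 32% in these data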;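 further: peak over basal fluorescence ratio per well then scaled between controls; 0% = DMSO wells and 100% = acetylcholine at EC100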
CRFR2-BP ag: agonists of CRF-BP/CRF-R2 complex, primary screen, cell-based, HEK293, calcium dye fluorescence, uHTS; calcium dye fluorescence (FLIPR); percent of saturating CRF peptide response; activation, % at 13.2 µM; hit rate 0.46% among 350,000; AID 588473, 2011;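 active means activation of at least 50%, plus an integration ratio under a set limit after plate pattern correction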;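 further: plate controls were neutral control wells without compound for no effect and CRF at EC100 for full effect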
CHRM1 PAM: human M1 muscarinic receptor positive allosteric modulators, primary screen, CHO-K1 cells, Fluo-8 calcium fluorescence, 1536-well. CHO-K1 hM1, ACh EC20; 0% = ACh EC20, 100% = maximal ACh. AID 588819, 2011. hit rate 0.088% among 360,000. activation, % at 3 µM; in the data active means activation above about 19%, passing the limit was not always enough
* marks the source's active call; other numbers are inactive results.

Every second line gives: CHRM1 antagonist	CHRM4 PAM	CHRM5 agonist	CHRM5 PAM	CHRM5 antagonist	CHRM4 antagonist	CHRM4 agonist	CRFR2-BP ag	CHRM1 PAM
O=S(=O)(c1ccc(F)c(F)c1)N1CCN(S(=O)(=O)c2cccs2)CC1
    -12	4	-3	-4	13	0	2	-0.2	9
Cc1cc2ncn(C3CC(=O)N(C)C3=O)c2cc1C (centres undefined)
    -9	8	-1	-1	3	4	0	-0.8	9
O=C(N/N=C1\C(=O)c2cccc3cccc1c23)c1ccc(O)cc1
    -1	-5	-1	1	8	-3	0	0.1	5
COc1ccc(N(C)C(=O)C2CCCN2S(=O)(=O)c2cccc3nsnc23)c(OC)c1 (centres undefined)
    0	10	-8	-5	11	-4	1	-0.9	0
CCN1CCN(CCNC(=O)CCc2c(C)c3c(C)nn(-c4ccccc4)c3n(C)c2=O)CC1
    -13	5	-4	4	4	-6	1	-0.6	12
C[C@H](CO)N1C[C@H](C)[C@@H](CN(C)C(=O)CN2CCOCC2)Oc2ncc(-c3cncnc3)cc2C1=O
    -10	-2	1	-1	9	7	1	0.6	6
C[C@H](CO)NC(=O)c1nc[nH]c1C(=O)N[C@H](C)c1ccccc1
    -20	7	0	10	-14	-11	2	0.5	10
Cc1ccc(OCC(=O)O/N=C(\N)c2ccncc2)cc1C
    -9	-1	0	-2	10	4	5	-0.1	10
O=C(O)CSc1nnc(-c2ccccc2Br)n1-c1cccc(C(F)(F)F)c1
    -11	-2	-1	7	0	-1	1	5.1	9
CCn1c(C(=O)O)c(S(=O)(=O)c2ccc(Cl)cc2)c2ccccc21
    -7	0	0	0	0	-2	4	2.3	3
S=c1[nH]nc(-c2ccco2)n1/N=C/C(Cl)=C/c1ccccc1
    -5	1	-2	-2	14	3	-2	2.1	3
CCOC(=O)C1(Cc2cccc(OC)c2)CCN(Cc2cccc3cnccc23)CC1
    8	-6	-10	-4	7	7	2	-2.3	-10
O=C(/C=C/c1ccc(Cl)c(Cl)c1)N1CCc2ccccc21
    -11	6	1	-6	2	-8	0	7.0	9
Cc1cc2c(sc3c(C)ccc(C)c32)c(C)n1
    -2	-5	-4	6	3	1	3	-0.9	2
O=C1NC(Cc2ccccc2)c2nc3ccccc3c(=O)n2-c2cc3ccccc3cc21 (centres undefined)
    4	-9	-1	-15	7	1	12	11	-10
Cc1cccc(C(=O)Nc2ccc(C(=O)/C=C/c3ccncc3)cc2)c1
    30	-13	4	7	2	33*	17	0.5	-8
CCCS(=O)(=O)N1CCC(C(=O)NCCc2ccccc2)CC1
    2	12	1	-1	-4	-15	2	-0.9	4
O=C(CN1CCC(NC(=O)c2ccccc2Cl)CC1)NCc1ccco1
    -8	-3	0	-4	-4	7	1	-1.4	8
N#CCCN(Cc1cccnc1)C(=S)Nc1ccccc1Cl
    -24	2	6	3	-1	-3	2	0.0	14
Cc1nc(CC(=O)N2CCN(c3cccc(C)c3C)CC2)cs1
    -6	-3	-2	2	-6	8	1	1.9	9
CCCCNC(=O)C(C)N(CCN(C)C)C(=O)CCCCCN1C(=O)NC(c2ccc(Cl)cc2)C(C(=O)OCc2ccccc2)=C1C (centres undefined)
    7	-11	-3	-8	4	0	3	-2.0	-15
O=C(CC1C[C@H](C(=O)N2CCOCC2)[C@@]2(CCC3CCCC3)c3[nH]c4ccccc4c3CCN2C1=O)NCC12CC3CC(CC(C3)C1)C2 (some centres undefined)
    -15	7	0	1	6	1	0	-1.9	13
O=C(COC(=O)c1cc(-c2cccs2)nn1-c1ccccc1)Nc1cccc([N+](=O)[O-])c1
    17	-13	-4	-11	12	7	5	3.6	-17
COc1ccc(C(=O)N2CCN(C3CCCCC3)CC2)cc1OC
    0	-4	-5	-5	13	2	0	0.7	0
CC1(C)SC(=S)N(/N=C/c2cccnc2)C1N(O)C(=O)Nc1ccccc1 (centres undefined)
    -12	21	-2	2	7	-10	1	-1.5	6
COc1ccc(C(C)(C)C)cc1NC(=O)CNc1cccc2ccccc12
    -4	-1	-2	-2	-2	-3	0	1.5	4
CC(C)C[C@H](NC(=O)N1CC(=O)Nc2ccccc21)C(=O)N[C@H](C(=O)O)c1ccccc1
    -3	6	3	-1	15	1	1	-0.2	-1
N#C/C(=C\c1cccc(Cl)c1)C(=O)c1ccccc1
    -9	6	1	3	-1	-12	2	-0.6	6
Cc1ccccc1OCc1n[nH]c(=S)n1-c1ccccc1
    2	-4	3	-4	11	-1	2	-0.3	8
Cn1c(-c2ccc(Br)o2)nc2ccccc21
    -4	-1	-8	-3	-6	-4	0	-1.6	-4
Cc1ccc(NC(=O)/C(=C/c2ccncc2)NC(=O)c2ccccc2)cc1
    -2	-9	-1	-1	0	5	1	-4.6	6
CCOc1ccc(NC(=O)c2ccccc2NC(=O)CN2CCN(C(C)=O)CC2)cc1
    -8	-6	-5	-12	3	2	4	0.2	5
COC(=O)c1ccc(N2CCN(CCNC(=O)Nc3ccc(OC)cc3)CC2)cc1
    -4	-8	3	-1	-10	-4	7	1.4	-3
CCOc1ccc(-n2c(=O)[nH]c3sc4c(c3c2=O)CCCC4)cc1
    13	2	1	0	-6	-2	1	-0.9	-3
COCCSc1nnc(NC(=O)c2ccc([N+](=O)[O-])cc2)s1
    -5	-4	-1	-8	11	10	2	0.2	-4
OC(c1ccccc1)c1nccc2ccccc12 (centres undefined)
    -19	3	-1	-3	-5	-3	2	0.1	15
C=CCCC(=O)N1CCC(n2nccc2NC(=O)c2ccc(OC)cc2)CC1
    9	5	-1	4	9	8	0	0.4	-4
COCCCNC(=O)Cn1nc(-c2cccc(OC)c2)ccc1=O
    -12	-1	0	3	0	5	1	0.9	20
CCOCc1nnc(NC(=O)COc2ccc3c(c2)OCO3)s1
    2	1	-1	1	9	5	1	1.2	-1
O=C(NCC(=O)N1CCC2(CC1)NCCc1[nH]cnc12)c1ccc2ccccc2c1
    -9	-2	-4	1	1	5	3	0.6	2
O=C(Nc1nnc(SCC(=O)N2CCCC2)s1)C1CC(=O)N(c2ccccc2)C1 (centres undefined)
    0	-2	0	-1	8	7	1	-1.2	3
COc1cc2c(cc1OC)C(C)N(CC(=O)Nc1ccc(S(=O)(=O)N3CCCC3)cc1)CC2 (centres undefined)
    58*	-8	-7	-9	11	9	9	-0.7	-25
Cc1ccc(-c2csc3ncnc(-n4nnc5ccccc54)c23)cc1
    0	-6	-4	-2	2	3	1	-0.5	4
COC(=O)c1cccc(CN2C(=O)SC(Nc3ccccc3)C2=O)c1 (centres undefined)
    -4	-9	6	3	7	-8	1	1.0	1
CCOc1ccccc1C1N=C(c2ccc(OC)cc2)CC(c2ccccc2O)N1 (centres undefined)
    -9	4	-1	-2	9	-3	3	2.3	8
O=Cc1ccc(N2CCCCCC2)cc1
    -32	3	-8	5	-2	-8	0	0.2	4
Cc1ccc2[nH]c(-c3ccccc3)cc(=O)c2c1
    7	10	1	3	10	2	1	0.2	-3
C[C@@H]1CN([C@H](C)CO)C(=O)c2cc(NC(=O)NC3CCCCC3)ccc2O[C@H]1CN(C)S(C)(=O)=O
    -9	2	4	-6	7	-7	3	1.0	5
CCOc1ccc(S(=O)(=O)Nc2ccc(O)c(Sc3ncn[nH]3)c2)cc1
    -23	3	0	-1	2	-10	1	0.7	6
CON1C(=O)CN(C(C)=O)C1c1ccc(Cl)cc1Cl (centres undefined)
    -5	0	3	2	3	3	0	-1.0	11
CCC(C)(C(=O)NC1CCCC1)N(CC1CCCO1)C(=O)CNC(=O)c1ccccc1 (centres undefined)
    -3	0	-1	-6	0	-4	1	-3.9	9
COCCCNC(=O)CCC(=O)NNc1nc2ccccc2c2nc(-c3ccccc3)nn12
    -4	4	-3	-5	3	2	4	-1.3	4
CCNc1nc(NCC)nc(N2CC(=O)N(CC(=O)OCC)C2=N)n1
    -10	3	-2	5	-3	13	0	-1.3	5
FC(F)(F)c1cccc(-c2nn[nH]n2)c1
    -5	12	-1	-6	7	-21	1	0.3	1
CC(O)(CS(=O)(=O)c1ccc(Br)cc1)c1ccccc1 (centres undefined)
    -5	5	-6	-4	-2	5	0	-0.9	7
CC(C)C[C@@H](CC#N)N1CCN(CCc2ccccc2)CCC1=O
    6	1	-1	4	7	-2	0	-0.7	-3

Part of the list above, bar-delimited:
Structure | CHRM1 antagonist | CHRM4 PAM | CHRM5 agonist | CHRM5 PAM | CHRM5 antagonist | CHRM4 antagonist | CHRM4 agonist | CRFR2-BP ag | CHRM1 PAM
O=C(COC(=O)c1cc(-c2cccs2)nn1-c1ccccc1)Nc1cccc([N+](=O)[O-])c1 | 17 | -13 | -4 | -11 | 12 | 7 | 5 | 3.6 | -17
CCCS(=O)(=O)N1CCC(C(=O)NCCc2ccccc2)CC1 | 2 | 12 | 1 | -1 | -4 | -15 | 2 | -0.9 | 4
